Screens (PubChem BioAssay)
TcdB inh = TcdB glycohydrolase inhibitors, primary screen, biochemical, single point, plate reader | Toxin B (Clostridioides difficile), P18177 | TcdB glycohydrolase enzymatic assay | inhibition, % at 9.99 µM | 350,000 compounds, 0.24% hits | AID 652162, 2013; in the data active = inhibition above about 10%
Starred values were filed as active, the others as inactive. Not all compounds are listed. The share of hits here may be higher or lower than overall.

cpd | molecule | TcdB inh
1 | CCNC(=O)C[C@@H]1CC[C@H](NC(=O)C2CCC2)[C@@H](CO)O1 | 0.0
2 | O=C(Cc1ccccn1)NCC[C@@H]1CC[C@@H](NC(=O)c2ccccc2F)[C@@H](CO)O1 | -0.1
3 | C[C@@H]1CN([C@H](C)CO)C(=O)c2cc(C#CC(C)(C)O)cnc2O[C@H]1CN(C)C(=O)c1ccccc1F | 1.8
4 | C[C@@H](NC(=O)C[C@@H]1CC[C@@H](NC(=O)C2CCC2)[C@@H](CO)O1)c1ccccc1 | 0.4
5 | CC=Cc1ccc2n(c1=O)C[C@H]1[C@H](CO)[C@@H](C(=O)N3CCOCC3)N(Cc3ccccc3)[C@@H]21 (mixture of isomers) | -1.2
6 | COc1ccc(-c2ccccc2[C@H]2[C@@H](C#N)N(C(=O)C3CCCCC3)[C@H]2CO)cc1 | -0.1
7 | O=C(C1CCCCC1)N1CC2(C1)[C@H](c1ccccc1)[C@H](CO)N2C(=O)NC1CCCC1 | 0.9
8 | Cc1ccc(S(=O)(=O)N(C)C[C@H]2OCCCC[C@@H](C)Oc3ccc(N(C)C)cc3C(=O)N([C@@H](C)CO)C[C@@H]2C)cc1 | -9.8
9 | CS(=O)(=O)Nc1ccc2c(c1)[C@@H]1C[C@H](CC(=O)O)O[C@@H](CO)[C@@H]1O2 | -3.5
10 | C[C@H](CO)N1C[C@H](C)[C@H](CN(C)C(=O)c2ccccc2F)Oc2ncc(C#CC(C)(C)O)cc2C1=O | 0.0
11 | CNC(=O)C[C@@H]1CC[C@@H]2[C@H](COC[C@H](O)CN2Cc2ccc(C(F)(F)F)cc2)O1 | -1.3
12 | C[C@H](CO)N1C[C@H](C)[C@@H](CN(C)S(=O)(=O)c2cn(C)cn2)Oc2c(NC(=O)Nc3ccccc3)cccc2C1=O | 0.4
13 | O=C(NC[C@H]1[C@H](c2ccccc2)[C@H](CO)N1C(=O)C1CC1)NC1CCCC1 | -0.9
14 | C[C@@H]1CN([C@@H](C)CO)C(=O)Cc2cc(NC(=O)Cc3cn(C)c4ccccc34)ccc2O[C@@H]1CN(C)C(=O)NC1CCCCC1 | 0.5
15 | C[C@@H]1CN([C@H](C)CO)C(=O)c2cc(NC(=O)c3ccncc3)ccc2O[C@H]1CN(C)S(=O)(=O)c1ccc(Cl)cc1 | 3.0
16 | CC(=O)NC[C@H]1[C@H](c2ccc(-c3cccc(F)c3)cc2)[C@@H](CO)N1C(C)=O | -0.4
17 | COc1cccc(-c2ccc3c(c2)[C@H]2[C@H](CCN2S(=O)(=O)c2cccc(OC)c2)[C@H](CO)N3)c1 | -0.4
18 | O=C(NC1CCC1)[C@H]1[C@H](CO)[C@H]2Cn3c(ccc(-c4ccccc4)c3=O)[C@@H]1N2Cc1cocn1 | 0.0
19 | O=C(N[C@@H]1CC[C@@H](CCn2cc(-c3ccc(F)cc3)nn2)O[C@@H]1CO)c1cnccn1 | -0.3
20 | C[C@H]1CN([C@@H](C)CO)C(=O)Cc2cc(NC(=O)C3CCCCC3)ccc2O[C@H]1CN(C)Cc1ccncc1 | -1.0
21 | CCC(=O)N1CC2(CCN(C(=O)c3cccnc3)CC2)c2c([nH]c3cc(OC)ccc23)[C@@H]1CO | 0.3
22 | CC(C)NC(=O)Nc1ccc2c(c1)C(=O)N([C@H](C)CO)C[C@H](C)[C@@H](CN(C)S(=O)(=O)c1ccccc1)OCCCC[C@H](C)O2 | 0.6
23 | CO[C@@H]1CN(C)C(=O)c2ccc(NS(=O)(=O)c3ccc(F)cc3)cc2OC[C@@H](C)NC[C@@H]1C | -0.6
24 | COCC(=O)N1[C@@H](CO)[C@@H](c2ccccc2)C12CN(C(=O)NC1CCCCC1)C2 | 0.6
25 | COc1ccc(S(=O)(=O)N(C)C[C@H]2Oc3ccc(NC(=O)Nc4ccc(C(F)(F)F)cc4)cc3CC(=O)N([C@H](C)CO)C[C@@H]2C)cc1 | -0.8
26 | C[C@@H]1CCCCO[C@H](CN(C)S(=O)(=O)c2ccc(F)cc2)[C@H](C)CN([C@H](C)CO)C(=O)c2cc(NS(=O)(=O)c3ccccc3)ccc2O1 | -0.6
27 | O=C(C[C@H]1C[C@H]2c3cc(NC(=O)C4CCC4)ccc3O[C@H]2[C@H](CO)O1)NCc1cccnc1 | -3.2
28 | CN1C[C@H](O)COC[C@@H]2O[C@@H](CC(=O)N3CCN(c4ccccc4)CC3)CC[C@H]21 | -0.5
29 | CCc1cnc(N2[C@H](C#N)[C@@H](c3ccc(C4=CCCC4)cc3)[C@@H]2CO)s1 | -1.8
30 | O=C(C1CCC1)N1CC2(C1)[C@H](c1ccccc1)[C@H](CO)N2Cc1cccnc1 | 0.6
31 | COc1ccc2c3c(n(C)c2c1)[C@H](CO)N(Cc1ccc(F)cc1)CC31CCN(CC2CC2)CC1 | -7.2
32 | C[C@@H]1CN([C@H](C)CO)C(=O)c2cc(NS(C)(=O)=O)ccc2O[C@H]1CN(C)S(=O)(=O)c1cn(C)cn1 | 0.3
33 | CN1C(=O)c2cc(NS(C)(=O)=O)ccc2OC[C@@H]2O[C@H](CC(=O)O)CC[C@@H]21 | 0.4
34 | O=C(NCC[C@@H]1CC[C@H](NC(=O)C2CCC2)[C@@H](CO)O1)c1cnccn1 | 0.6
35 | C[C@@H]1CN([C@H](C)CO)C(=O)c2cccc(NC(=O)c3ccc(-c4nccs4)cc3)c2O[C@@H]1CN(C)Cc1ccc(C(=O)Nc2ccccc2N)cc1 | -0.8
36 | CS(=O)(=O)N1C[C@H](O)COC[C@H]2O[C@@H](CC(=O)NC3Cc4ccccc4C3)CC[C@@H]21 | -0.7
37 | Cc1noc(C)c1NC(=O)Nc1ccc2c(c1)C(=O)N([C@@H](C)CO)C[C@H](C)[C@H](CN(C)C(=O)NC1CCCCC1)O2 | 0.2
38 | CC(=O)N1[C@H](CO)[C@@H](c2ccccc2)[C@H]1CN(CC1CCC1)C(=O)CN(C)C | 0.9
39 | C[C@@H]1CN([C@H](C)CO)C(=O)Cc2cc(NC(=O)c3ccncc3)ccc2O[C@H]1CN(C)S(=O)(=O)c1ccc(F)cc1 | -1.2
40 | C[C@@H]1CN([C@@H](C)CO)C(=O)c2cc(NC(=O)Nc3ccc(C(F)(F)F)cc3)ccc2O[C@@H](C)CCCCO[C@@H]1CN(C)C | -2.3
41 | CC(C)NC(=O)N(C)C[C@@H]1Oc2ncc(-c3cccc(C#N)c3)cc2C(=O)N([C@@H](C)CO)C[C@H]1C | -0.1
42 | Cc1ccc(S(=O)(=O)Nc2ccc3c(c2)C(=O)N([C@@H](C)CO)C[C@H](C)[C@@H](CN(C)C)OCCCC[C@@H](C)O3)cc1 | 0.8
43 | COC(=O)C[C@H]1CC[C@H]2[C@@H](COc3ccc(NC(=O)c4cnccn4)cc3C(=O)N2C)O1 | 0.3
44 | C/C=C/c1cnc2c(c1)C(=O)N([C@@H](C)CO)C[C@@H](C)[C@@H](CN(C)C(=O)NC1CCCC1)O2 | -0.6
45 | CCC(=O)N1CC[C@H]2[C@@H]1c1cc(-c3ccccc3F)ccc1N(C)[C@H]2CO | 1.2
46 | COc1ccc(NC(=O)N2C[C@@H]3[C@H](c4ccccc42)[C@@H](CO)N3Cc2ccccn2)cc1 | 0.0
47 | C[C@H](CO)N1C[C@H](C)[C@@H](CN(C)Cc2ccncc2)Oc2ccc(NC(=O)Cc3ccccc3)cc2C1=O | -1.5
48 | COCC(=O)Nc1ccc2c(c1)[C@H]1C[C@H](CC(=O)N3CCc4ccccc4C3)O[C@@H](CO)[C@H]1O2 | 0.8
49 | COc1ccc(NC(=O)Nc2cccc3c2O[C@@H](CN(C)S(=O)(=O)c2ccc(Cl)cc2)[C@H](C)CN([C@H](C)CO)C3=O)cc1 | 0.2
50 | CCC(=O)N[C@@H]1CC[C@@H](CC(=O)NCc2ccccc2F)O[C@@H]1CO | -1.2

Remaining list, next part
cpd | molecule | TcdB inh
51 | CCC(=O)N1C[C@@H](C)[C@@H](OC)CN(C)C(=O)c2cc(NC(=O)c3cnccn3)ccc2OC[C@@H]1C | 0.3
52 | COc1ccc(S(=O)(=O)N(C)C[C@H]2Oc3c(NS(=O)(=O)c4cn(C)cn4)cccc3C(=O)N([C@@H](C)CO)C[C@@H]2C)cc1 | -0.9
53 | CC(C)C#Cc1ccc2c(c1)O[C@H](CN(C)C(=O)c1cnccn1)[C@@H](C)CN([C@@H](C)CO)S2(=O)=O | 0.6
54 | O=C(NCCc1ccncc1)[C@@H]1[C@@H](CO)[C@@H]2Cn3c(ccc(-c4ccccc4)c3=O)[C@H]1N2 | 0.5
55 | COc1ccccc1CNC(=O)C[C@@H]1C[C@H]2c3cc(NC(=O)CN(C)C)ccc3O[C@H]2[C@@H](CO)O1 | -0.1
56 | C[C@H]1CN([C@@H](C)CO)C(=O)c2cc(NC(=O)Cc3ccccc3)ccc2O[C@@H]1CN(C)Cc1ccc(C(F)(F)F)cc1 | 0.5
57 | Cc1ccc(-c2ccc3c(c2)O[C@@H](CN(C)Cc2ccccc2)[C@H](C)CN([C@@H](C)CO)S3(=O)=O)cc1 | -0.2
58 | CC=Cc1ccc2n(c1=O)C[C@H]1[C@H](CO)[C@@H](C(=O)NCC)[C@@H]2N1CC1CCOCC1 (mixture of isomers) | -0.4
59 | C[C@@H]1CN([C@@H](C)CO)C(=O)c2cc(NS(=O)(=O)c3cn(C)cn3)ccc2O[C@@H]1CN(C)C(=O)Nc1ccccc1 | -0.8
60 | C[C@H](NC(=O)C[C@H]1C=C[C@H](NC(=O)Cc2ccccn2)[C@@H](CO)O1)c1ccccc1 | 0.4

Fetched by structure from the list above:
cpd | molecule | TcdB inh
60 | C[C@H](NC(=O)C[C@H]1C=C[C@H](NC(=O)Cc2ccccn2)[C@@H](CO)O1)c1ccccc1 | 0.4
55 | COc1ccccc1CNC(=O)C[C@@H]1C[C@H]2c3cc(NC(=O)CN(C)C)ccc3O[C@H]2[C@@H](CO)O1 | -0.1
59 | C[C@@H]1CN([C@@H](C)CO)C(=O)c2cc(NS(=O)(=O)c3cn(C)cn3)ccc2O[C@@H]1CN(C)C(=O)Nc1ccccc1 | -0.8
57 | Cc1ccc(-c2ccc3c(c2)O[C@@H](CN(C)Cc2ccccc2)[C@H](C)CN([C@@H](C)CO)S3(=O)=O)cc1 | -0.2
56 | C[C@H]1CN([C@@H](C)CO)C(=O)c2cc(NC(=O)Cc3ccccc3)ccc2O[C@@H]1CN(C)Cc1ccc(C(F)(F)F)cc1 | 0.5

Further entries follow:
cpd | molecule | TcdB inh
61 | CO[C@@H]1CN(C)C(=O)c2cc(NS(=O)(=O)c3cccc(F)c3)ccc2OC[C@H](C)N(C(=O)Cc2cccnc2)C[C@@H]1C | -0.6
62 | Cc1noc(C)c1NC(=O)N(C)C[C@H]1OCCCC[C@@H](C)Oc2ccc(NS(=O)(=O)c3ccc(Cl)cc3)cc2C(=O)N([C@H](C)CO)C[C@@H]1C | 0.5
63 | COc1ccccc1CNC(=O)C[C@H]1C[C@@H]2c3cc(NC(=O)NC4CCCC4)ccc3O[C@@H]2[C@H](CO)O1 | 0.0
64 | C[C@H]1CN([C@@H](C)CO)C(=O)c2cccc(NS(=O)(=O)c3cccs3)c2O[C@@H]1CN(C)Cc1ccc(-c2ccccc2)cc1 | 0.4
65 | COc1cccc(C#Cc2ccc([C@@H]3[C@H](C#N)N(C(=O)C4CCCC4)[C@H]3CO)cc2)c1 | -0.2
66 | C[C@@H]1CN([C@@H](C)CO)C(=O)Cc2cc(NC(=O)Cn3cnnn3)ccc2O[C@@H]1CN(C)C(=O)NC1CCCCC1 | 1.0
67 | Cc1cc(C(=O)Nc2cccc3c2O[C@H](CN(C)Cc2ccc(Cl)c(Cl)c2)[C@@H](C)CN([C@H](C)CO)C3=O)n(C)n1 | -0.9
68 | CCCNC(=O)N1[C@H](CO)[C@H](c2ccc(C3=CCCC3)cc2)[C@@H]1C#N | 0.1
69 | CC(=O)N1[C@@H]2CN(C(=O)c3ccccc3)c3ccccc3[C@@H]2[C@@H]1CO | -0.4
70 | CCC(=O)Nc1ccc2c(c1)C(=O)N(C)C[C@H](OC)[C@H](C)CN(C(C)=O)[C@@H](C)CO2 | -1.4

Of the compounds above, these have a COOH group.
cpd | molecule | TcdB inh
9 | CS(=O)(=O)Nc1ccc2c(c1)[C@@H]1C[C@H](CC(=O)O)O[C@@H](CO)[C@@H]1O2 | -3.5
33 | CN1C(=O)c2cc(NS(C)(=O)=O)ccc2OC[C@@H]2O[C@H](CC(=O)O)CC[C@@H]21 | 0.4

New compounds follow:
cpd | molecule | TcdB inh
71 | O=C(NCC[C@@H]1CC[C@H](NC(=O)c2cccnc2)[C@@H](CO)O1)Nc1ccc(Cl)cc1 | 1.0
72 | CCCC#Cc1ccc([C@H]2[C@H](CO)N3C(=O)CN(C(=O)Nc4ccccc4F)C[C@@H]23)cc1 | 0.6
73 | N#C[C@@H]1[C@@H](c2ccccc2-c2ccccc2F)[C@H](CO)N1C(=O)C1CCOCC1 | 1.3
74 | COc1cccc(NC(=O)N(C)C[C@H]2Oc3ncc(C4=CCCCC4)cc3C(=O)N([C@@H](C)CO)C[C@H]2C)c1 | -0.3
75 | C[C@@H]1CN([C@@H](C)CO)C(=O)Cc2cc(NC(=O)C3CCCCC3)ccc2O[C@@H]1CN(C)C(=O)Nc1ccc(C(F)(F)F)cc1 | 0.3
76 | O=C(Cc1ccccn1)N1CCCCN2[C@H](CO)[C@@H](c3ccc(Br)cc3)[C@H]2C1 | -0.3
77 | O=C1CN(S(=O)(=O)Cc2ccccc2)C[C@H]2[C@H](c3ccc(C#Cc4cccnc4)cc3)[C@@H](CO)N12 | 0.5
78 | C[C@@H]1CN([C@@H](C)CO)S(=O)(=O)c2ccc(C#Cc3cccc(F)c3)cc2O[C@@H]1CN(C)S(=O)(=O)c1cn(C)cn1 | 1.0
79 | C[C@@H]1CN([C@@H](C)CO)C(=O)c2cc(NC(=O)CCN3CCOCC3)ccc2O[C@H]1CN(C)C(=O)Nc1ccc(C(F)(F)F)cc1 | -6.8
80 | O=C(NCC[C@H]1CC[C@@H](NS(=O)(=O)c2ccc(Cl)cc2)[C@H](CO)O1)c1ccccc1F | 1.4
81 | Cc1noc(C)c1S(=O)(=O)Nc1ccc2c(c1)C(=O)N([C@H](C)CO)C[C@H](C)[C@H](CN(C)C(=O)C1CCCCC1)OCCCC[C@@H](C)O2 | 0.0
82 | COc1ccccc1NC(=O)C[C@H]1CC[C@H]2[C@@H](COc3ccc(NS(C)(=O)=O)cc3C(=O)N2C)O1 | 0.3
83 | COc1ccc(NC(=O)N2CCCCN3[C@H](CO)[C@H](c4ccc(-c5ccccc5C)cc4)[C@H]3C2)cc1 | 0.3
